Source: PubChem
Runt-SMMHC FRET: Runt domain-CBFb-SMMHC interaction inhibition; Cerulean-Runt/Venus-CBFb-SMMHC FRET ratio 530/480, 1 h; inhibition, % at 20 µM; 220,000 tested, 0.74% active; AID 1434;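 active means mean inhibition across duplicate retests at 20 µM reaching about 50%, limit read from the data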;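 further: 0% = DMSO wells and 100% = wells with excess untagged CBFb-SMMHC; inhibitors lower the FRET ratio by blocking Runt binding to CBFb-SMMHC; some results filed as inactive read as strong as hits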
TbHK1 inh: blocks Trypanosoma brucei hexokinase 1 activity. recombinant TbHK1, G6PDH-coupled NADH A340. 220,000 tested, 0.11% active. inhibition, % at 10 µM;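 active means inhibition of 50% or more in the single-dose primary screen; inactive means inhibition below 50%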
p97 inhibitor: inhibitors of human p97 ATPase; recombinant p97 ATPase, Kinase-Glo ATP luminescence, 3 h; inhibition, % at 8 µM; 220,000 tested, 0.42% active; AID 1481; in the data active means inhibition above about 15%;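 further: 0% = DMSO vehicle and 100% = wells lacking enzyme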
Furin inh: inhibitors of human furin; P09958; purified furin, fluorogenic substrate cleavage; inhibition, % at 30 µM; 220,000 tested, 0.061% active; in the data active means inhibition above about 25%; further: inactives centre near -15
Target sequence (P09958 108-714 limits assumed): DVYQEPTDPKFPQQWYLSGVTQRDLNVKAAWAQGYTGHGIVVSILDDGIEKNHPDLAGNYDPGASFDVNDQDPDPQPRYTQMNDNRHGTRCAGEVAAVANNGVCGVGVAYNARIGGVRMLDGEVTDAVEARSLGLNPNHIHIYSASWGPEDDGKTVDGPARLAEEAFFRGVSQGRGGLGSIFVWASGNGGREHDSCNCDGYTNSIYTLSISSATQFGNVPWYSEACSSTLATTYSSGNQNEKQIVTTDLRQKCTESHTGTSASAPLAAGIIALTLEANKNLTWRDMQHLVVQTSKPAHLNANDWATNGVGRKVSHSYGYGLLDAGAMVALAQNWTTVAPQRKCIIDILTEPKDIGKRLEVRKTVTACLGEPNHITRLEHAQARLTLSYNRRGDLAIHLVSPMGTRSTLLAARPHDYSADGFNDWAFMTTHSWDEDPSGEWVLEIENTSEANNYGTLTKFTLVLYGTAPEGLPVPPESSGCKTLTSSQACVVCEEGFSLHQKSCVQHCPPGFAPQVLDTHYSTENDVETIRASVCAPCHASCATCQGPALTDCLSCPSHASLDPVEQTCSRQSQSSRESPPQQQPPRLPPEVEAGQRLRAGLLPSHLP
EBV gp42 inh: inhibitors of Epstein-Barr virus glycoprotein 42; AID 1085; inhibition, % (tested at 21.74 µM); 220,000 tested, 0.42% active; Fluorescence polarization binding assay, mP read-out; Q1HVG2; in the data active means inhibition above about 50%
Target sequence (Q1HVG2 whole entry, looked up): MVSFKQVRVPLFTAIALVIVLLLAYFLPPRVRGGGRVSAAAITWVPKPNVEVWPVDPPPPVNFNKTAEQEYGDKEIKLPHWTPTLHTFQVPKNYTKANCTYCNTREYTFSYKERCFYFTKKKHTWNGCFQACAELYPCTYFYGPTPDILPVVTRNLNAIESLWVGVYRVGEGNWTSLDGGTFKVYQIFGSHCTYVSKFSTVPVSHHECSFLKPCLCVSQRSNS
Runt-CBFb FRET: blocks binding of human RUNX1 Runt domain to CBFb; Q01196+Q13951; Cerulean-Runt/Venus-CBFb FRET ratio 530/480, 1 h; inhibition, % at 20 µM; 220,000 tested, 0.46% active; AID 1496;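 active means inhibition over about 50% at 20 µM in the single-dose screen, limit read from the data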;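 further: 0% = DMSO wells and 100% = excess unlabeled CBFb competitor control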
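test system = Cerulean-Runt domain fusion protein, energy donor | probe or stimulus = Venus-CBFb binding partner, 100 nM | incubation = two 1 h room-temperature incubations shielded from light | detection = fluorescence energy transfer, 422 nm excitation, 530/480 nm emission | measure = loss of energy transfer signal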
Calpain2 inh: calpain II (pig) inhibition. purified calpain II, fluorogenic peptide substrate, 30 min. inhibition, % at 16 µM. 220,000 tested, 0.37% active;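 active means inhibition above about 50%, limit read from the data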
RBBP9 inhibitor: blocks human serine hydrolase RBBP9 | O75884 | recombinant RBBP9, FP-Rh probe fluorescence polarization | inhibition, % at 7.94 µM | 220,000 tested, 0.2% active | AID 1515;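 active means inhibition above the campaign mean of all tested compounds plus 3 SD, cut at about 14% in these data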;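 further: plate controls were DMSO wells with RBBP9 for no effect and wells lacking RBBP9 protein for full effect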
Target sequence (O75884 whole entry, looked up): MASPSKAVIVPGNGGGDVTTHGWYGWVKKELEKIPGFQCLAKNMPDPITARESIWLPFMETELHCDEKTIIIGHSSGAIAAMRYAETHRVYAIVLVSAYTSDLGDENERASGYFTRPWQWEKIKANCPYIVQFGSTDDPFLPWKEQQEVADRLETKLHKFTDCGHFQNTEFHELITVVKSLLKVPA
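System: RBBP9 protein | Quantity: 2.5 µM RBBP9 dispensing solution, before mixing | Reagent: FP-Rh probe, 375 nM dispensing solution | Timing: Enzyme-compound preincubation 30 min, then probe labeling 45 min, 25 °C | Measured by: Fluorescence polarization | Read-out: % inhibition | Replication: One well per compound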
p47phox inh: p47phox (human) inhibition; 220,000 tested, 0.53% active; P14598; inhibition, % at 24.7 µM; p47phox/p22phox peptide binding, fluorescence polarization, 2 h; AID 1274;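 active means inhibition above about 30%, limit read from the data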;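 further: 0% = p47phox with labelled peptide and 100% = labelled peptide alone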
The depositor's hits bear a star; i = inactive; · = not tested or not shown; [ ] = another dose, or the depositor's remark.

The first 15 records as a preview:
entry	Runt-SMMHC FRET	TbHK1 inh	p97 inhibitor	Furin inh	EBV gp42 inh	Runt-CBFb FRET	Calpain2 inh	RBBP9 inhibitor	p47phox inh	SMILES
1	-1	2	-5	-5[20 µM]	-20	-2	10	-16	-17	COc1ccc(Sc2cnn(-c3ccccc3)c(=O)c2Cl)cc1
2	5	-1	2	-27	-2	-1	-22	-1	-16	CCN(CC(=O)NCc1cccs1)c1ccc(S(=O)(=O)N2CCOCC2)cn1
3	2	6	4	-17[20 µM]	-10	-5	6	6	2	Cc1cc(C)nc(Sc2ccc3nnc(C(F)(F)C(F)(F)C(F)(F)F)n3n2)n1
4	-1	-3	-1	-17[20 µM]	7	2	14	-4	-1	CCC(=O)Nc1cccc(NC(=O)CSc2nnc(-c3ccc(NS(C)(=O)=O)cc3)n2CC)c1
5	-9	-16	7	-11	-19	-2	0	-1	3	COc1ccc(-c2csc(NC(=S)NC(=O)/C=C/c3ccccc3)n2)cc1Br
6	1	-4	0	-16	-19	1	-13	-1	-8	O=C(Nc1ccc(S(=O)(=O)NC2=NCCCCC2)cc1)C1COc2ccccc2O1 (centres undefined)
7	2	-18	5	-6	-18	0	4	-11	-12	C=CCNC(=S)NNC(=O)c1cccnc1
8	4	0	6	-14	-29	1	-17	-5	-6	CCN(C(=O)CSc1nnc(-c2ccccc2Br)o1)C1CCS(=O)(=O)C1 (centres undefined)
9	-3	8	-5	3	-1	-8	18	-6	-2	C=CCc1c(C)nc2ccc(C(=O)OCC)cc2c1Cl
10	4	-1	3	-14	-8	3	2	-3	-15	C/C(Cc1ccccc1)=N\NC(=O)CNC(=O)c1ccccc1
11	-5	-14	5	-28	-14	0	-86	-9	-18	COC(=O)c1c(NC(=O)c2ccco2)sc(C(=O)Nc2ccc(F)cc2)c1C
12	-10	-20	-1	-15	5	-5	-10	-4	-21	COc1cc(/C=C(/C#N)C(=O)Nc2ccccc2)ccc1OCc1ccc(C(=O)O)cc1
13	-1	-11	-1	-19[20 µM]	-15	0	11	-2	-9	Cc1ccc(S(=O)(=O)CC(=O)NC2CC2)cc1
14	9	2	-1	-18	-2	3	-18	0	-1	CCn1c(CSCc2ccccc2)n[nH]c1=S
15	1	-7	3	-24	-14	0	16	-1	4	CN(Cc1cn[nH]c1-c1cc2ccccc2o1)CC1CCOCC1

The listing, from the start:
entry	Runt-SMMHC FRET	TbHK1 inh	p97 inhibitor	Furin inh	EBV gp42 inh	Runt-CBFb FRET	Calpain2 inh	RBBP9 inhibitor	p47phox inh	SMILES
1	-1	2	-5	-5[20 µM]	-20	-2	10	-16	-17	COc1ccc(Sc2cnn(-c3ccccc3)c(=O)c2Cl)cc1
2	5	-1	2	-27	-2	-1	-22	-1	-16	CCN(CC(=O)NCc1cccs1)c1ccc(S(=O)(=O)N2CCOCC2)cn1
3	2	6	4	-17[20 µM]	-10	-5	6	6	2	Cc1cc(C)nc(Sc2ccc3nnc(C(F)(F)C(F)(F)C(F)(F)F)n3n2)n1
4	-1	-3	-1	-17[20 µM]	7	2	14	-4	-1	CCC(=O)Nc1cccc(NC(=O)CSc2nnc(-c3ccc(NS(C)(=O)=O)cc3)n2CC)c1
5	-9	-16	7	-11	-19	-2	0	-1	3	COc1ccc(-c2csc(NC(=S)NC(=O)/C=C/c3ccccc3)n2)cc1Br
6	1	-4	0	-16	-19	1	-13	-1	-8	O=C(Nc1ccc(S(=O)(=O)NC2=NCCCCC2)cc1)C1COc2ccccc2O1 (centres undefined)
7	2	-18	5	-6	-18	0	4	-11	-12	C=CCNC(=S)NNC(=O)c1cccnc1
8	4	0	6	-14	-29	1	-17	-5	-6	CCN(C(=O)CSc1nnc(-c2ccccc2Br)o1)C1CCS(=O)(=O)C1 (centres undefined)
9	-3	8	-5	3	-1	-8	18	-6	-2	C=CCc1c(C)nc2ccc(C(=O)OCC)cc2c1Cl
10	4	-1	3	-14	-8	3	2	-3	-15	C/C(Cc1ccccc1)=N\NC(=O)CNC(=O)c1ccccc1

Entries 8 to 10 from above:
entry	Runt-SMMHC FRET	TbHK1 inh	p97 inhibitor	Furin inh	EBV gp42 inh	Runt-CBFb FRET	Calpain2 inh	RBBP9 inhibitor	p47phox inh	SMILES
8	4	0	6	-14	-29	1	-17	-5	-6	CCN(C(=O)CSc1nnc(-c2ccccc2Br)o1)C1CCS(=O)(=O)C1 (centres undefined)
9	-3	8	-5	3	-1	-8	18	-6	-2	C=CCc1c(C)nc2ccc(C(=O)OCC)cc2c1Cl
10	4	-1	3	-14	-8	3	2	-3	-15	C/C(Cc1ccccc1)=N\NC(=O)CNC(=O)c1ccccc1

Carrying on.
entry	Runt-SMMHC FRET	TbHK1 inh	p97 inhibitor	Furin inh	EBV gp42 inh	Runt-CBFb FRET	Calpain2 inh	RBBP9 inhibitor	p47phox inh	SMILES
11	-5	-14	5	-28	-14	0	-86	-9	-18	COC(=O)c1c(NC(=O)c2ccco2)sc(C(=O)Nc2ccc(F)cc2)c1C
12	-10	-20	-1	-15	5	-5	-10	-4	-21	COc1cc(/C=C(/C#N)C(=O)Nc2ccccc2)ccc1OCc1ccc(C(=O)O)cc1
13	-1	-11	-1	-19[20 µM]	-15	0	11	-2	-9	Cc1ccc(S(=O)(=O)CC(=O)NC2CC2)cc1
14	9	2	-1	-18	-2	3	-18	0	-1	CCn1c(CSCc2ccccc2)n[nH]c1=S
15	1	-7	3	-24	-14	0	16	-1	4	CN(Cc1cn[nH]c1-c1cc2ccccc2o1)CC1CCOCC1
16	0	-9	-1	-22[20 µM]	2	-2	12	-3	0	COc1ccc(CCN(C(=O)c2cccc(F)c2)C2CC(=O)N(c3ccc(OC)cc3)C2=O)cc1 (centres undefined)
17	1	-7	-6	-28	-9	1	-20	-9	-5	O=C1c2ccccc2C(O)N1c1ccc(Cl)cc1 (centres undefined)
18	-1	-1	1	-10	-13	0	-12	-3	-6	COCC(=O)NCc1nc2ccccc2n1Cc1ccccc1F
19	-2	-7	2	-30	-2	-1	-123	-3	-1	COc1ccc(CC(NC(C)=O)C(=O)NC2CCN(c3nc(C)cc(C)c3C#N)CC2)cc1OC (centres undefined)
20	-1	8	-6	-7	0	0	21	-10	-9	COc1ccc(NC(=O)Nc2ccc(CC(=O)O)cc2)cc1
21	-7	-7	0	-8	-5	-3	4	0	-10	Cc1ccc2c(CN3C(=O)NC(C)(c4ccc5c(c4)OCO5)C3=O)cc(=O)oc2c1 (centres undefined)
22	-5	9	0	-5	-11	0	24	4	-16	Cc1ccc(C(=O)CSc2ccc(-c3ccccc3)nn2)cc1
23	4	-4	-2	-14	-3	1	14	-5	-1	CCOc1cc(C(=O)NCCOC)cc(OCC)c1OCC
24	3	-2	4	-15	-13	0	-12	-5	-1	O=C(NCC1CCCCC1)C1CCN(C(=O)NC2CCCCC2)CC1
25	0	-8	1	-21	-7	1	-15	-4	-10	O=C(NNC(=S)NCc1ccccc1)c1ccc(Br)o1
26	3	0	14	-35	-13	1	-30	0	-8	C#CCOCCOCCOCCNc1nc(N2CCN(C(=O)[C@H]([C@@H](C)CC)n3cc([C@@H](N)Cc4ccc(O)cc4)nn3)CC2)nc(N2CCN(C(=O)[C@H](Cc3ccc(O)cc3)n3cc([C@@H](N)CC(C)C)nn3)CC2)n1
27	-9	-26	5	-5	1	0	-5	0	5	Clc1cccc(CN2CCN(c3nc4nonc4nc3NC3CC3)CC2)c1
28	2	-7	0	-17	-1	0	-163	-1	-3	O=C(CSc1nnc2ccc(-c3ccc(F)cc3)nn12)N1CCCC1
29	-3	1	-6	-18[20 µM]	-5	0	9	-7	-13	CS(=O)(=O)N1CCN(CC2CC3C=CC2C3)CC1 (centres undefined)
30	-3	3	-1	-23	-15	0	9	-1	5	CC(C)CCNC(=O)c1ccc(Cl)c(NC(=O)c2ccccc2F)c1
31	1	-3	3	-1	29	-2	-1	1	4	S=C(NCCc1ccccn1)NC1CCCCC1
32	-1	-31	4	-4	-27	1	0	-6	-13	c1ccc2c(c1)oc1c(Nc3ccc(CN4CCOCC4)cc3)ncnc12
33	-2	8	0	-20	2	-2	7	-1	-26	O=C(OC(C(=O)NCc1ccco1)c1ccc(Cl)cc1)c1cccs1 (centres undefined)
34	0	-11	-5	-6	-5	-1	-14	-6	-4	CCOc1ccc2oc(C(=O)O)c(C)c2c1
35	1	8	0	-15	15	1	13	-3	-6	Cc1cc(C(C)(C)C)cc(C)c1S(=O)(=O)N1CC(=O)Nc2ccccc21
36	-6	2	-1	-15	1	0	5	-3	-8	O=S(=O)(c1ccccc1)n1ccc2ccccc21
37	3	3	0	2[20 µM]	0	-1	-19	-5	-12	O=C(CSc1nnnn1-c1cccnc1)Nc1ccc(OCc2ccccc2)cc1
38	-3	-17	0	-8	5	5	12	-7	-17	CCOC(=O)c1ccc(-c2ccc(C3Nc4ccccc4C(=O)N3O)o2)cc1 (centres undefined)
39	4	-7	0	-18[20 µM]	-23	34	-9	3	-7	COc1ccc(C2C(C(=O)OCC(=O)NC(C)(C)C)CCC(=O)N2c2ccc(C)cc2)cc1OC (centres undefined)
40	2	-7	0	-11[20 µM]	-9	2	-28	0	-2	CN(CCC#N)S(=O)(=O)c1ccc2c(c1)c(=O)n(C)c(=O)n2C
41	2	-1	3	-17	-4	-1	-4	-1	-8	COc1ccc(N(CC(=O)Nc2ccc3c(c2)OCO3)S(=O)(=O)c2ccc(F)cc2)cc1
42	·	8	-3	-16[20 µM]	-9	·	-4	-12	-15	O=C(C(c1ccccc1)c1ccccc1)N1CCC(c2nc(-c3ccccc3Cl)no2)CC1
43	2	-16	2	-39	-5	-2	-13	3	·	COc1ccc(C2CCCN2C(=S)Nc2cccc(C)c2)cc1OC (centres undefined)
44	0	-1	15*	-14[20 µM]	-14	-2	-5	-3	-33	Cc1csc(SCCn2c(N3CCCC3)nc3c2c(=O)[nH]c(=O)n3C)n1
45	0	-6	2	-32[20 µM]	-13	-1	1	-3	-3	CC1C(=O)C(C)C(c2cccs2)NC1c1cccs1 (centres undefined)
46	2	3	1	-20	-2	0	24	0	6	O=C(NCc1cccs1)c1csc2c1CCCCC2
47	1	-19	7	-80	2	1	i	3	2	CCNc1nc(C)c2cc(Br)c(=O)n(CC)c2n1
48	-3	-17	6	5	-18	2	-5	7	-14	Cc1cc(C)nc(N2CCCC(C(=O)NNC(=O)c3ccncc3)C2)n1 (centres undefined)
49	2	-11	0	-29	2	-4	-4	-12	-16	Cc1cc(-n2c(C)cc(C(=O)CN3C(=O)NC4(CCCCC4C)C3=O)c2C)no1 (centres undefined)
50	-3	-6	0	-10[20 µM]	-10	-1	-71	-11	-9	COc1ccccc1OC(C)C(=O)Nc1nc(-c2ccc(S(=O)(=O)N3CCOCC3)cc2)cs1 (centres undefined)
51	0	-15	2	-13	6	4	-6	-6	8	CCCCOC(=O)c1cc(Cl)c(O)c(OC)c1
52	4	20	-3	4	0	1	10	-2	-13	S=c1[nH]nc(CCc2ccc(Cl)cc2)o1
53	-2	1	7	-19	-5	-2	-18	-4	-2	CSc1ncc(OCc2ccccc2)c(=O)[nH]1
54	5	1	4	-16	-5	-1	-20	0	-6	COc1ccc(N2CCN(C(=O)CSc3ccc(C)cc3)CC2)cc1
55	-4	4	2	-15	-7	-6	2	-2	0	CC(C)(C)OC(=O)N/N=C/c1cc(N=Nc2ccccc2)ccc1O
56	3	-6	0	-51	5	-3	-23	-4	-11	CC(C)Oc1ccc(-c2nc(NCC3CCCO3)c3ccccc3n2)cc1 (centres undefined)
57	-3	3	3	-25	-11	0	3	-2	-4	COc1ccc(C(=O)N/N=C(\C)CC(=O)N2CCN(C=O)CC2)cc1
